Screening data as filed in PubChem BioAssay.
Lipid storage S3 – qHTS Assay for Lipid Storage Modulators in Drosophila S3 Cells. AID 2685. 320,000 compounds, 0.64% hits. lipid storage change, negative = inhibition, % at the top dose, mostly 46.1 µM; hits show Potency in µM. Drosophila S3 cells, BODIPY lipid droplet fluorescence, 18-24 h; cells fed with added oleic acid; active = well fitted inhibition curve with a large enough effect in the signal ratio, with a control signal flat, not every such curve was filed as active; inconclusive = small, poorly fitted or top-dose-only effect, or effect the other way, or a change in a side signal; the % refers to the signal ratio
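Drosophila S3 cells loaded with oleic acid (400 uM, as added) and compounds at several concentrations; lipid droplets imaged by 488-nm laser-scanning cytometry, 500–530 nm intensity and object ratio to cell channel. Percent activity normalized to 20 uM Triacsin C.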
Lipid storage S3 cell count max – also measured in Lipid storage S3; calls as there; cell number change, %; measured here: cell count max response;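 cells counted by Cell Tracker Red CMTPX staining in the red channel; peak over a dose series mostly up to 46.1 µM; percent activity relative to internal control wells on each plate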
An asterisk follows results filed as active; i = inactive; ? = inconclusive; . = no result given; [ ] = remark or other dose. % is set by controls: 0 for no effect and ±100 for the full control effect; potency is the fitted concentration of half-maximal effect. Some of the compounds tested, so the mix of outcomes need not match the whole.

The line under a structure holds: Lipid storage S3, Lipid storage S3 cell count max
CC1CCCN(CCCN2C(=O)C3C(C(=O)Nc4ccc(Cl)cc4)C4C=CC3(O4)C2C(=O)NC2CCCCC2)C1 (stereo unspecified)
  ?, .
N[C@@H](Cc1ccccc1)C(=O)N1CCOCC1
  i, 5
CN(CC(=O)NCCN1CCOCC1)S(=O)(=O)c1ccc(F)cc1
  i, -18
Clc1ccc(-c2n[nH]c3c2CCC3)cc1Cl
  ?, .
O=C(Nc1ccc(-c2nc3ccccc3o2)cc1)c1ccc(N2CCOCC2)c([N+](=O)[O-])c1
  ?, .
Cn1c(C(=O)N2CCN(C3CCCCC3)CC2)cc2c(=O)n(C)c3ccccc3c21
  ?, .
CC(=O)Nc1sc(C)c(C)c1CN1CCN(Cc2ccccc2)CC1
  13%, 1
CCN1CCC(CNCc2cn(-c3ccc(OC)cc3)nc2-c2ccccc2Cl)C1 (stereo unspecified)
  8%, -5
CCOC(=O)CNC(=O)CSc1nnc(-c2cccc(OC)c2)n1CC
  ?, .
CC(C)OC(=O)/C(C#N)=C/c1cn(C)c2ccccc12
  ?, .
CN(C)C(=O)/C(=C\c1ccc(-c2cccc([N+](=O)[O-])c2)o1)NC(=O)c1ccccc1
  ?, .
O=C1CCN(C(=O)Nc2ccccc2Cl)N1
  ?, .
O=C(O)c1ccc2c(c1)C(=O)N(NC(=O)c1ccc(O)cc1)C2=O
  ?, .
CCCOC(=O)c1ccc(NC(=O)C(=O)NCCN(CC)CC)cc1
  -1%, 9
Cc1ccc(-c2nnc(/C=C/c3ccccc3)o2)cc1
  ?, .
CCOC(=O)c1c(S(=O)(=O)NC2CCN(C(=O)OCC)CC2)c(C)n(C)c1C
  ?, .
C=CCN1C(c2ccc(OCC)cc2)=CS/C1=C(\C#N)c1nnc2n1CCCCC2
  ?, .
COc1ccc(-c2cc3nc4n(c(=O)c3s2)CCCCC4)cc1
  3%, 5
CCC(=O)N1CCc2cc(S(=O)(=O)NC(Cc3ccccc3)C(=O)O)ccc21 (stereo unspecified)
  ?, .
CCCN(CCC)CCCNC(=O)c1cn(-c2ccc(OC)cc2)c(=O)c2ccccc12
  i, .
CC(O)c1cc2c(cc1NC(=O)c1cnn3c1NC(c1ccco1)CC3C(F)(F)F)OCO2 (stereo unspecified)
  ?, .
Cc1ccnc2nc(C(=O)Nc3nnc(-c4ccc(Cl)cc4)o3)nn12
  2%, 20
COc1ccc(Cn2c(=S)[nH]c3ccccc32)cc1
  ?, .
COc1ccc(Cl)cc1C(=O)Nc1ccc2nc3n(c(=O)c2c1)CCCC3
  i, .
Cc1ccc(CNS(=O)(=O)CCNC(=O)c2ccccc2)cc1
  18%, .
Cc1ccc(S(=O)(=O)N(C)C)cc1NC(=O)COC(=O)Cc1n[nH]c(=O)c2ccccc12
  -6%, 0
O=C(N/N=C/c1ccc(OC(=O)c2ccccc2Cl)cc1)c1cc(O)cc(O)c1
  ?, .
COc1ccc(/C=C/C(=O)c2cc(F)ccc2OC(=O)c2ccccc2C)cc1OC
  ?, .
CC(=O)Nc1ccc(S(=O)(=O)N2CCC(NC(=O)c3ccco3)CC2)cc1
  ?, .
O=C(COc1ccc2ccc(=O)oc2c1)Nc1ccc2c(c1)OCCO2
  ?, .
CCc1ccc(CNC(=O)CCn2ccc3cc(S(=O)(=O)N4CCCC4)ccc32)cc1
  -17%, -11
Cc1ccc(-c2cccc(OC(=O)c3ccccc3F)c2)cc1
  -7%, 5
COc1ccc(C(=O)Nc2ccccc2C(=O)NCCN2CCOCC2)cc1
  i, .
COc1ccc(-c2cc(C(F)(F)F)c(C#N)c(SCC(=O)O)n2)cc1
  -1%, -2
O=[N+]([O-])c1ccc(CP(=O)(c2ccccc2)c2ccccc2)cc1
  5%, -3
Cc1cc(C)n(CCc2nc(-c3cccs3)cs2)n1
  3%, 2
Cc1ccc(C)c(OCCCC(=O)NC2CCCCC2)c1
  -17%, 9
COc1ccc(NC(=O)N(Cc2cc3cc(OC)c(OC)cc3[nH]c2=O)CC2CCCO2)cc1 (stereo unspecified)
  ?, .
COC(=O)c1nnn(-c2cccc(Cl)c2)c1C(=O)OC
  ?, .
OC(COc1ccc(C2C=CCC2)cc1)CN1CCCCC1 (stereo unspecified)
  0.73µM*, 1.2*
CC(Sc1nnnn1C1CC1)C(=O)N1CC(=O)Nc2ccccc21 (stereo unspecified)
  24%, 1
CCN1C(=O)c2ccc(C(=O)Nc3ccc4c(c3)OCO4)cc2C1=O
  1%, -5
CCOC(=O)c1nn(-c2ccc(F)cc2)c(C)c1C(C)=O
  i, .
Cc1cc(C)cc(N=c2c([N+](=O)[O-])nn(-c3ccc(Cl)cc3)n2O)c1
  ?, .
C=CCc1ccccc1OCC(O)CNC(=O)c1ccccc1C(=O)O (stereo unspecified)
  ?, .
Cc1c(C)n(CCC#N)c2ccccc12
  ?, .
CCN(CC(=O)Nc1ccccc1C(F)(F)F)C(=O)C1CC(=O)N(Cc2ccccc2)C1 (stereo unspecified)
  -24%[0.0737 µM], 14
CC(NC(=O)CSc1nc(=O)cc(N)n1CCc1ccccc1)c1ccccc1 (stereo unspecified)
  -16%, 13
Cc1ccc(CNC(=O)COC(=O)c2cc3c(s2)CCC(C)C3)cc1 (stereo unspecified)
  -1%, -4
CSc1nc2ccc(NC(=O)c3ccc(=O)[nH]c3)cc2s1
  -23%, 7
CN1CCN(C(c2ccccn2)c2cc(Cl)c3cccnc3c2O)CC1 (stereo unspecified)
  i, .
Brc1ccc(C2=NC(Cc3ccccc3)CO2)cc1 (stereo unspecified)
  ?, .
CCN(CC)C(=O)C(=O)Nc1ccc(OCc2ccccc2)cc1
  21%, 17
O=C(NCCC1=CCCCC1)c1ccc(-n2cncn2)c([N+](=O)[O-])c1
  i, -27
O=C(CSc1nc(-c2ccccc2)cs1)Nc1cccc([N+](=O)[O-])c1
  -8%, 2
OCCNCc1cccc2ccccc12
  ?, .
c1ccc(-n2c(-c3ccncc3)nnc2N2CCOCC2)cc1
  ?, .
O=C(CSc1nnc(CCCN2C(=O)c3cccc4cccc(c34)C2=O)n1-c1ccccc1)NCCCO
  4%, 11
O=C(O)C1CCN(Cc2cccnc2)CC1
  ?, .
O=C(CSc1nnc(-c2c[nH]c3ccccc23)n1CC1CCCO1)Nc1ccc2c(c1)OCCO2 (stereo unspecified)
  ?, .

(next part)
The line under a structure holds: Lipid storage S3, Lipid storage S3 cell count max
CC(=O)c1cccc(NC(=O)C2=CC(c3ccco3)=NS(=O)(=O)N2C)c1
  ?, .
CCC(NC(=O)COC(=O)C1CC2CCCC(C1)C2=O)c1ccc(Br)cc1 (stereo unspecified)
  ?, .
O=c1[nH]c2ccccc2n1CCCOc1ccccc1
  ?, .
Cc1ccc(NC(=O)Cn2cnc3c(oc4nc5c(cc43)COC(C)(C)C5)c2=O)cc1
  -5%, 10
COc1cccc(CNCCOCCO)c1OC
  ?, .
Cn1c(-c2ccccc2)c[n+]2c1CCCCC2
  ?, .
NS(=O)(=O)c1cccc(NC(=O)CC23CC4CC(CC(Br)(C4)C2)C3)c1
  ?, .
Cc1ccc(S(=O)(=O)NCC(c2ccccc2)N2CCN(CCC#N)CC2)cc1 (stereo unspecified)
  ?, .
COCCNC(=O)CNC(c1ccccc1)c1ccccc1
  -2%, 9
Cc1ccc(NC(=O)CSc2nnc([C@H](C)NC(=O)OC(C)(C)C)o2)c(C)c1
  ?, .
CCN(CC(=O)Nc1cccc(C(C)=O)c1)S(=O)(=O)c1ccccc1
  -18%, 14
Nc1[nH]c(=S)nc2nc(-c3ccccc3)c(-c3ccccc3)nc12
  ?, .
O=C(NCC1CCCO1)c1ccc(OC2CCN(C(=O)C3CC3)CC2)cc1 (stereo unspecified)
  5%, 2
COc1ccc(CNC(=O)C(C)NCc2ccc(S(N)(=O)=O)cc2)cc1 (stereo unspecified)
  ?, .
COCCOC(=O)c1c(C)nc(SCC(=O)Nc2ccc(OC)cc2)c(C#N)c1-c1ccco1
  ?, .
CN(C)c1nc(N)nc(CSc2ccccn2)n1
  ?, .
CCN1CCN(C(CNS(=O)(=O)c2ccc(Cl)cc2)c2cccnc2)CC1 (stereo unspecified)
  -15%, -6
Cc1ccc(NC(=O)OCc2cc(-c3ccccc3)on2)cc1
  24%, 5
CNc1nnc(-c2cc3ccccc3oc2=O)s1
  4%, .
O=C1CC(c2ccccc2)CC(O)=C1C=NCCN1CCOCC1 (stereo unspecified)
  i, .
COc1cc(OC)c(N(C)S(=O)(=O)c2cccc(C(=O)OCC(=O)NCc3ccco3)c2)cc1Cl
  -1%, -5
Cc1cc(N2CCN(c3cccc(C(F)(F)F)c3)CC2)n2nc(C)nc2n1
  ?, .
COc1ccc(C(=O)n2cc(C(C)=O)c3ccccc32)cc1
  -6%, -25
CC(=O)Nc1ccc(N2C(=O)CSC2c2ccccc2)cc1 (stereo unspecified)
  3%, 6
O=C(COC(=O)c1ccc2ccccc2n1)c1ccccc1
  0%, -1
Cc1ccc2cccc(NC(=O)C(F)(F)F)c2n1
  ?, .
O=c1ccc(C(F)(F)F)cn1Cc1cc(=O)n2cc(Br)ccc2n1
  ?, .
CC(=O)c1ccc(N2CCN(CC(O)COC(c3ccccc3)c3ccccc3C)CC2)cc1 (stereo unspecified)
  i, -13
CC(C)c1ccccc1NC(=O)c1cnccn1
  i, 9
COc1ccc(CNCC(O)(c2ccc(F)cc2)c2ccc(F)cc2)cc1
  ?, .
O=S(=O)(Nc1nc2ccccc2nc1NCc1ccco1)c1ccc(Cl)cc1
  ?, .
O=C(COC(=O)C1C2CC3OC(=O)C1C3C2)Nc1cccc(C(F)(F)F)c1 (stereo unspecified)
  ?, .
COCCCNC(=S)N1CCN(C)CC1
  ?, .
Cc1ccc(C2N=C(N)Nc3nc(=O)c4ccccc4n32)cc1 (stereo unspecified)
  5%, -5
COc1ccc(S(=O)(=O)n2[nH]c(=O)c(CCO)c2C)c([N+](=O)[O-])c1
  i[9.22 µM], -2
Cc1ccc(C(=O)Nc2c3c(nn2-c2ccccc2)CS(=O)(=O)C3)cc1C
  19%, 18
CCN(CC(=O)NC1CCS(=O)(=O)C1)C(=O)COc1ccccc1-c1ccccc1 (stereo unspecified)
  -4%, -6
Cc1ccc(/C=N/NC(=O)C[n+]2ccccc2)o1
  ?, .
COc1ccc(C2C(C#N)=C(N)N(N(C)C)C3=C2C(=O)CC(C)(C)C3)cc1 (stereo unspecified)
  ?, .
CN(C)/C=C1/C=C(C=O)OC1=O
  -5%, 12
C=C(C)CNC(=S)N/N=C/c1ccco1
  26%, .
c1coc(Cn2c(-c3ccco3)nc3ccccc32)c1
  ?, .
C[C@H](NC(=O)C1CCN(S(=O)(=O)c2ccccc2)CC1)C(=O)NCc1ccccn1
  ?, .
Cc1c(CNC(=O)C2CC2)c(-n2cccc2)n(Cc2ccccc2)c1C
  13%, 19
O=C1CC(N(C(=O)c2ccco2)c2ccc(F)cc2)C(=O)N1c1ccc(F)cc1 (stereo unspecified)
  ?, .
COc1ccc(C(=O)CSc2nnnn2Cc2ccccc2)cc1
  i, 15
Nc1c(SCCC(=O)O)ccc2c1C(=O)c1ccccc1C2=O
  ?, .
Cc1c(NN=C(C#N)C#N)c(=O)n(-c2ccccc2)n1C
  7%, 19
CC(=O)C(C)Oc1ncn(-c2ccccc2)n1 (stereo unspecified)
  ?, .
CCC(C)N(C)Cc1cccc(C2(O)CCN(S(=O)(=O)c3ccc(F)cc3)CC2)c1 (stereo unspecified)
  -4%, -15
Cc1cc(C)c(S(=O)(=O)n2nc(C)c(Br)c2C)c(C)c1
  ?, .
CCOC(=O)Cn1c2c(c(-c3ccccc3OC)cc1=O)CCCC2
  ?, .
Cc1ccc(S(=O)(=O)N(c2ccc(Br)cc2)C2C=CS(=O)(=O)C2)cc1 (stereo unspecified)
  ?, .
COc1ccc(CNC(=O)C2CCN(S(=O)(=O)N3CCCCC3)CC2)cc1
  ?, .
CCCCCc1nc2c(=O)n(C)c3ccccc3c2o1
  -23%, -2
N#Cc1c(NCCN)nc(-c2ccco2)c2c1CCCC2
  i, .
